High-throughput results from PubChem.
VP16 counter: counter-screen for ROR gamma inhibitors: Gal4-VP16 reporter; Drosophila S2 Gal4-VP16 UAS-luciferase, luminescence, 20 h; Potency, µM (titrated, usually from 53.6 µM), inactives show at the highest dose activity, negative = inhibition, usual class: inhibitors; 310,000 tested, 3.5% active; AID 2546;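 also: Gal4-VP16 expression switched on by copper sulfate through the metallothionein promoter; potency is read from the fitted curve at half-maximal effect; % is scaled to controls: 0 for no effect and ±100 for the full control effect; nearly all actives have a fitted effect of over 50% in size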
ELG1 repair inh: ELG1-dependent DNA repair inhibition; HEK293T ELG1-luciferase reporter, luminescence, 16 h; DNA damage induced by 5-fluorouridine; Potency, µM (titrated, usually from 46.1 µM), for inactives: top-dose activity change, negative = inhibition, most hits filed as inhibitors; 330,000 tested, 2.3% active; AID 504467; also: potency is read from the fitted curve at half-maximal effect; % is scaled to controls: 0 for no effect and ±100 for the full control effect; nearly all actives have a fitted effect of over 55% in size
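Step one: seed 2,000 cells per well. Step two: pin-transfer compound or DMSO alongside 5-fluorouridine. Step three: incubate 16 hr, 37 °C, 5% CO2. Step four: add ONE-Glo, wait 30 min, read luminescence.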
Tb PFK block: blocks T. brucei phosphofructokinase; T. brucei PFK, ADP-Glo luminescence; Potency, µM (highest dose often 57.5 µM), for inactives: at the highest dose activity, negative = inhibition, most hits filed as inhibitors; 330,000 tested, 0.17% active; AID 485367;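 also: potency is read from the fitted curve at half-maximal effect; 0% = uninhibited 1x PFK enzyme wells and -100% = no-enzyme wells; nearly all actives have a fitted effect of over 60% in size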
Target sequence (O15648 whole entry, looked up): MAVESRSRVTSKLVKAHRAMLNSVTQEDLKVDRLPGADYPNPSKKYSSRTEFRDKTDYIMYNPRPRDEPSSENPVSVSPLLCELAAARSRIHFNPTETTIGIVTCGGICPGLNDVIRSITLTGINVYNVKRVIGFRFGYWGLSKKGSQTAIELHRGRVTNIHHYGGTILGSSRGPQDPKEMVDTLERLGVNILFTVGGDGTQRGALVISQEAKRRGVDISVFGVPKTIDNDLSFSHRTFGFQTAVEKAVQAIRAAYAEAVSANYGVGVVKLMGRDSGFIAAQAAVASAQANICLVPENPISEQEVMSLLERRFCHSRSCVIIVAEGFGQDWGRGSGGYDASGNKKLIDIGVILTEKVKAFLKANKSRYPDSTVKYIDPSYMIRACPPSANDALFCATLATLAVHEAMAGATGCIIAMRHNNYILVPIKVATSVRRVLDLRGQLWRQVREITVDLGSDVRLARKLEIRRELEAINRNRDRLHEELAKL
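Compounds were pin-transferred as a titration series up to 57 uM into substrate buffer (0.5 mM F6P, 0.1 mM ATP, pH 8.0), then 1.25 nM PFK was added and reactions ran 45 min before ADP-Glo detection.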
Rab9 prom act: activators of Rab9 promoter; Potency, µM (highest dose often 9.22 µM), without a hit: at the top dose activation, negative = inhibition, usual class: activators; 320,000 tested, 2.8% active; Huh7 Rab9 promoter-luciferase reporter, luminescence, 24 h; AID 485297; also: potency is read from the fitted curve at half-maximal effect; % of control where 0% means no effect; nearly all actives have a fitted effect of over 60% in size
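Luciferase signal after 10 min detection reagent at ambient indicates Rab9 promoter upregulation; stably transfected Huh7 cells were treated 24 h with compound in DMSO at 37 °C, 5% CO2.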
NPC1 prom act: activators of NPC1 promoter; Huh7 NPC1 promoter luciferase reporter, 24 h; Potency, µM (highest dose often 9.22 µM), without a hit: top-dose activation, usual class: activators; 320,000 tested, 2.4% active;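 also: potency is read from the fitted curve at half-maximal effect; % of control where 0% means no effect; nearly all actives have a fitted effect of over 60% in size; reporter is driven by a mutant NPC1 promoter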
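Huh7 reporter cells (NPC1 promoter driving luciferase) are dosed with compound for 24 h at 37 °C, 5% CO2; luciferase detection reagent is then added and luminescence measured after 10 min at ambient temperature.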
ELG1 genotox: genotoxicity induction in ELG1-luciferase HEK293T cells. HEK293T ELG1-luciferase reporter, luminescence, 16 h. Potency, µM (titrated, usually from 46 µM), for the others: at the highest dose activity change, positive = activation, usual class: activators. 330,000 tested, 1.3% active. AID 504466; also: potency is read from the fitted curve at half-maximal effect; % of control where 0% means no effect; nearly all actives have a fitted effect of over 60% in size
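Reporter readout depends on ELG1 protein level, which increases with genetic stress. After 16 hr compound exposure at 37 °C, luciferase activity was quantified using ONE-Glo.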
p53 reactivation: mutant p53 re-activation in reporter cells; 320,000 tested, 0.063% active; H1299 p53-A138V BP100-luciferase reporter, luminescence, 24 h; Potency, µM (doses to about 92.2 µM), inactives show at the highest dose activity change, positive = activation, hits mostly activators; also: potency is read from the fitted curve at half-maximal effect; % of control where 0% means no effect; nearly all actives have a fitted effect of over 45% in size
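H1299 (p53-null), stable ts p53-A138V + BP100-Luc; 1000 cells/well, Opti-MEM/10% FBS; cpd 4 pt, 1:5; 24 h, 37 deg C, 5% CO2; detection reagent 10 min RT; luminescence.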
TRPV1 ag: activates the human vanilloid receptor TRPV1; TRPV1-expressing cells, Fluo-8 calcium influx, agonist mode; activation, % at 8.33 µM; 320,000 tested, 0.19% active; in the data active = activation above about 80%; inconclusive = between about 30% and that limit; also: 0% is about no effect
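Fluo-8 calcium influx in TRPV1-expressing cells, kinetic read (ex 480/em 520 nm). Compound added and read 3 min for agonist activity, followed by capsaicin at EC20 final and 2 min further read for enhancement.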
BRCA1 expr act: BRCA1 expression activation. MCF7-BRCA1-FFLuc reporter, luminescence, 48 h; response scale: scaled: vehicle 0%, 10 µM genistein 100%. Potency, µM (doses to about 46.1 µM), for inactives: at the top dose activation, hits mostly activators. 380,000 tested, 1.1% active; also: potency is read from the fitted curve at half-maximal effect; nearly all actives have a fitted effect of over 80% in size; some results filed as inactive show a strong effect at the top dose
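MCF7 cells carrying a BRCA1-firefly luciferase reporter (2000 cells/well, phenol-red free MEM) were attached for 2 h at 37 °C, then given compounds for 48 h. Luminescence was read 15 min after luciferase reagent; activity normalized to genistein (10 microM) and DMSO.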
FLuc modulator: inhibits or activates purified firefly luciferase, miR-21 counter-screen; purified FLuc, Km substrates, luminescence inhibition; 360,000 tested, 6.9% active; AID 588342; Potency, µM (titrated, usually from 57.5 µM), without a hit: at the top dose activity change, negative = inhibition, actives largely listed as inhibitors;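 also: potency is read from the fitted curve at half-maximal effect; plate controls were vehicle for no effect and reference inhibitor for full effect; nearly all actives have a fitted effect of over 55% in size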
Target sequence (P08659 whole entry, looked up): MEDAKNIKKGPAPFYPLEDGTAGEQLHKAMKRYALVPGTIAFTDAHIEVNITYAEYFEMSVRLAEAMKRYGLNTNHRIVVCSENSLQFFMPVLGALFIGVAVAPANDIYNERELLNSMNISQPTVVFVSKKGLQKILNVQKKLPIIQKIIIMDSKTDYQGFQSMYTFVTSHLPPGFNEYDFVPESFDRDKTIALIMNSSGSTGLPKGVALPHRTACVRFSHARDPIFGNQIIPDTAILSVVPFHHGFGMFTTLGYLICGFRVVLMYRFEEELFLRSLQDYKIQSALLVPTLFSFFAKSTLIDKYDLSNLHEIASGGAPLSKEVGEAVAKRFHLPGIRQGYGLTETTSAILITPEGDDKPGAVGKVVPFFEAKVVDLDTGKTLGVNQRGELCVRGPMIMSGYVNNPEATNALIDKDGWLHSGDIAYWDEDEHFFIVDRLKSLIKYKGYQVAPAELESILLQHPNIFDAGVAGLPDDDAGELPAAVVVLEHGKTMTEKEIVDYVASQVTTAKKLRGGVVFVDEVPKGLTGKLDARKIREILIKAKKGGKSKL
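Purified P. pyralis luciferase (10nM final) with 10uM D-luciferin and 10uM ATP (Km levels) in 50mM Tris acetate pH 7.5, 10mM Mg acetate, 0.01% Tween-20, 0.05% BSA; qHTS 6-point titration, ~60 µM downward; luminescence read.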
RORgamma inh: inhibitors of mouse ROR gamma transcriptional activity; P51450; Drosophila S2 Gal4-RORgamma UAS-luciferase reporter, 20 h; Potency, µM (titrated, usually from 53.6 µM), inactives show at the top dose activity change, negative = inhibition, hits mostly inhibitors; 310,000 tested, 5.4% active; also: potency is read from the fitted curve at half-maximal effect; % is scaled to controls: 0 for no effect and ±100 for the full control effect; nearly all actives have a fitted effect of over 60% in size
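Drosophila Schneider cells stably carrying a metallothionein-driven Gal4 DBD–ROR gamma fusion and a UAS-Photinus luciferase reporter were exposed to compound for 1 hr, then induced with copper sulfate (700 uM final) for 20 hr at ambient temperature before luminescence reading.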
* marks the source's active call; other numbers are inactive results; ? = inconclusive; / = no result given; & = joins results of further samples; [ ] = dose if it differs, or a comment. Unless noted, calls follow the shape of the dose curve; as a rule, active = well fitted curve in the direction sought with a large enough effect; inconclusive = small, poorly fitted or top-dose-only effect, or another doubt; inactive = no such curve, though single readings can be large; an effect the other way counts as inactive or inconclusive. This is a subset (hit frequency here may not be typical).

SMILES | VP16 counter | ELG1 repair inh | Tb PFK block | Rab9 prom act | NPC1 prom act | ELG1 genotox | p53 reactivation | TRPV1 ag | BRCA1 expr act | FLuc modulator | RORgamma inh
CCc1ccc(NC(=S)NC2CC3CCC(C2)N3Cc2ccco2)cc1 (stereo not given) | -2.9% | -2.5% | -2.3% | -12.2% | 0.1% | -1.1% | 1.8% | 1.9 | -2.4% | 5.4% | ?
COc1ccccc1/C=C1/C(=N/O)C2CCN1CC2 | -12.3% | 0.4% | 5.4% | -2.7% | -0.4% | 1.6% | 0.1% | -0.7 | 3.1% | 6.7% | 22.0%
c1ccc2nc(OCCN3CC3)ccc2c1 | 26.9% | -3.7% | -0.3% | 0.8% | -2.3% | ? | 11.7% | -6.0 | -31.4% | -17.9% | -24.1%
c1cncc(C2CCCCN2)c1 (stereo not given) | -3.9%&-2.4% | 13.5% | -1.4% | -0.2% | -1.3% | -2.2% | 0.2% | 1.4 | 9.6% | -0.8% | -16.0%&5.4%
CO[C@H]1[C@@H](OC)CC(OC2OC(CO)C(O)C(O)C2O)/C(=C\C#N)[C@@H]1O (stereo not given in full) | -12.0% | 10.7% | -5.3% | -1.2% | 2.2% | 0.8% | 0.0% | -1.2 | 2.3% | 10.8% | 12.2%
O=C1NC(=O)C(CCc2ccncc2)(Cc2cccc(Cl)c2Cl)C(=O)N1c1ccc(Br)cc1 (stereo not given) | -22.9% | 16.4µM* | -8.9% | -29.2% | -25.2% | -4.6% | -5.3% | 1.8 | / | 0.6% | 40.2%
O=C(N/N=C/c1c(O)n(CCc2ccc(F)cc2)c(=O)[nH]c1=O)c1ccncc1 | -5.7% | 8.2% | -2.7% | -3.4% | -6.8% | 0.2% | -1.4% | 1.4 | -34.1% | ? | -4.8%
COc1ccc(-n2nc(C(=O)NCC(=O)N3CCC4(CC3)OCCO4)c3ccccc3c2=O)c(OC)c1 | 10µM* | ? | 5.3% | ? | ? | ? | ? | 1.6 | 77.2% | 1.07µM* | 6.31µM*
CCCCCSc1cc(OC)c(CCN(C)C)cc1OC | -5.2% | 8.4% | 2.1% | -0.3% | 4.2% | -5.7% | -16.6% | 2.4 | -13.0% | -5.6% | 7.0%
O=C1CC(=O)N(c2ccc(Cl)cc2)C(=O)N1 | -17.0% | -14.1% | -5.3% | -2.1% | -4.0% | 1.2% | 9.9% | 1.5 | -3.8% | 1.9% | -8.2%
N=C1c2ccccc2CN1NC(=O)C1CC1 | -5.7% | 10.3% | ? | -3.2% | -3.0% | 0.1% | -2.8% | 1.5 | -10.8% | 6.4% | -11.5%
CN1CCCN(C(=O)COc2ccccc2Br)CC1 | -4.7% | 8.2% | 3.1% | -0.8% | 1.7% | 0.0% | 6.6% | -0.1 | -14.6% | 2.9% | -16.8%
Cc1ccsc1C(=O)C1CCCN(Cc2cnc(N3CCCC3)s2)C1 (stereo not given) | -7.4% | -13.8% | -1.1% | 1.7% | 0.9% | -11.7% | -1.3% | 12.7 | -31.9% | 8.0% | 1.5%
O=[N+]([O-])c1ccccc1CNCCc1ccc(F)cc1 | 16.2% | ? | -7.4% | 22.8% | 15.2% | ? | ? | 1.4 | 99.6% | ? | 34.9%
COc1cccc(-n2c(CN3CCN(C)CC3)nc3ccc([N+](=O)[O-])cc3c2=O)c1 | -12.7% | ? | 1.0% | 3.9% | 2.0% | -0.1% | -7.6% | -11.0 | 0.9% | -0.9% | 15.6%[10 µM]
CN1CCc2nc(SCc3cccc(Br)c3)c(C#N)cc2C1 | -2.1% | -3.4% | 0.2% | 0.6% | 0.6% | -1.0% | -5.2% | 4.7 | 5.0% | -9.9% | 5.8%
CCN1C(=O)C(=C2C=C(C)N(Cc3ccco3)C(C)=C2)C(=O)N(CC)C1=S | -14.5% | ? | -3.5% | -0.1% | -6.7% | -6.7% | -3.5% | 25.7 | -3.9% | -11.1% | ?
Cn1c(=O)oc2cc(S(=O)(=O)N3CCC(C(=O)Nc4ccc(OC(F)(F)F)cc4)CC3)ccc21 | -28.9% | 9.7% | -1.1% | -10.4% | -3.8% | 5.4% | -6.3% | -4.5 | 3.5% | 0.2% | ?
COc1ccccc1N(CC(=O)NC1CCCC1)C(=O)c1cnn(C(C)C)c1 | -2.0% | ? | -0.1% | ? | ? | 11.1% | 23.8% | -2.5 | -40.7% | 15.1µM* | -3.1%
CCc1ccc2nc(N3CCC(C(=O)N4CCC5(CC4)OCCO5)CC3)sc2c1 | ? | ? | -3.4% | 11.7% | -0.3% | ? | 12.7% | 14.9 | 42.9% | 9.53µM* | ?
NC(=O)c1cn(C2CCCCC2)c2ccccc2c1=O | 5.3% | 1.5% | -0.2% | -12.8% | -4.5% | 10.1% | -5.2% | -5.6 | 5.6% | -0.9% | 1.2%
CC(C)OCCCNC(=O)c1c(N)n(Cc2cccs2)c2nc3ccccc3nc12 | 15.8µM* | 16.4µM* | -4.6% | 5.8% | 0.4% | -20.4% | -21.8% | -1.4 | -63.3% | -2.7% | ?
O=S(=O)(c1ccc(F)cc1)N1CCCCC1c1cccnc1 (stereo not given) | -12.3% | -4.6% | -1.2% | -5.3% | -1.1% | -1.5% | -1.6% | -3.2 | -3.5% | 4.6% | 13.5%
O=c1oc(-c2cccc(C(F)(F)F)c2)nn1-c1ccc(C(F)(F)F)cn1 | 5.0% | ? | 4.6% | -0.1% | 0.3% | -2.3% | 1.2% | / | -12.3% | -2.7% | -50.2%
CCOP(=O)(C(NC(=O)c1ccccc1Cl)=C(Cl)Cl)c1ccccc1 (stereo not given) | 11.3% | -2.7% | 2.6% | 10.2% | 1.5% | 3.9% | -2.1% | -0.9 | -3.3% | 5.1% | 18.5%

Following part
SMILES | VP16 counter | ELG1 repair inh | Tb PFK block | Rab9 prom act | NPC1 prom act | ELG1 genotox | p53 reactivation | TRPV1 ag | BRCA1 expr act | FLuc modulator | RORgamma inh
CCN1CCN(c2cc(N3CCCC3)c(F)cc2[N+](=O)[O-])CC1 | 1.8% | 0.1% | -1.2% | -0.8% | -4.9% | -0.8% | 7.1% | 7.9 | -35.6% | -2.6% | -7.6%
COC(=O)C1=C(c2ccc(OCc3ccccc3)cc2)C[C@@H]2CC[C@H]1N2C(=O)NCc1ccc([N+](=O)[O-])cc1 | / | ? | 5.2% | / | / | -1.7% | -1.2% | / | -49.3% | / | /
CCOC(=O)C1CCN(/C=C2/C(=O)NC(=S)N(c3cccc(OC)c3)C2=O)CC1 | -6.7% | -2.2% | 8.7% | 23.5% | -2.2% | -0.4% | 1.3% | 0.4 | -12.7% | 0.1% | -18.6%
CCOc1ccccc1-n1c(O)c(C=NCCCN(CC)CC)c(=O)[nH]c1=O | -11.0% | ? | -6.7% | 7.7% | 3.9% | -8.8% | 1.9% | 1.3 | -0.5% | -1.7% | -8.7%
CCOc1cc(CN2CCN(C(=O)Cc3ccccc3)CC2)ccc1OC | 4.9% | ? | -7.3% | -4.0% | 2.8% | -3.5% | -5.8% | -1.3 | -7.7% | 2.1% | 7.9%
O=C1/C(=C\c2ccc(Cl)cc2Cl)N2CCC1CC2 | 13.7% | ? | 1.7% | 3.8% | 0.3% | 1.1% | 3.9% | 10.8 | 0.6% | -6.7% | 13.7%
Cn1c(C(=O)N2CCN(c3nc4ccccc4s3)CC2)cc2sccc21 | 8.5% | ? | ? | -2.2% | -2.8% | -9.1% | -5.9% | 8.6 | -59.4% | -4.2%[2.3 µM] | 17.2%
COc1ccc2c(c1O)-c1c(OC)c(OC)cc3c1[C@H](C2)N(C)CC3 | -7.5% | -0.1% | 0.0% | 2.4% | 0.1% | -4.1% | -1.4% | 0.2 | 0.0% | 1.8% | 0.9%
COc1ccc(C2=NCC(=O)N(CC(=O)NCc3ccco3)c3sc4c(c32)CCCC4)cc1 | -3.7% | -15.3% | -0.9% | -4.6% | -2.5% | -1.4% | -16.8% | -1.6 | -30.5% | 2.8% | -24.1%
CCCOP(=O)(OCCC)C(NC(=O)c1ccccc1)=C(Cl)Cl | -0.1% | 0.6% | -7.2% | 1.4% | -0.1% | -1.2% | 1.5% | ? | -9.3% | 2.4% | 0.3%
O=C1NC(=O)C(=Cc2cc(Cl)ccc2OCc2ccc(C(=O)O)cc2)C(=O)N1 | ? | 13.5% | 0.1% | -1.3% | -1.7% | 0.3% | 13.5% | 0.5 | 1.6% | 23.9µM* | ?
